ERG Ets-DNA blk: blocks human ERG Ets domain binding to DNA | P11308 | fluorescence polarization, His-ERG Ets domain / labelled DNA | Potency, µM (titrated, usually from 76.9 µM), for the others: top-dose FP activity, negative = inhibition, hits mostly inhibitors | hit rate 0.028% among 370,000; active = well fitted inhibition curve with a large enough effect in the polarisation, with a control signal flat; inconclusive = small, poorly fitted or top-dose-only effect, or effect the other way, or a change in a side signal; inactive = no such curve, though single readings can be large or run the other way; the % refers to the polarisation;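 note: polarization taken with two DNA probes labelled with fluorescein and Texas red; potency is the fitted concentration of half-maximal effect; % of control where 0% means no effect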
Target sequence (P11308 whole entry, looked up, the tested form may be a part): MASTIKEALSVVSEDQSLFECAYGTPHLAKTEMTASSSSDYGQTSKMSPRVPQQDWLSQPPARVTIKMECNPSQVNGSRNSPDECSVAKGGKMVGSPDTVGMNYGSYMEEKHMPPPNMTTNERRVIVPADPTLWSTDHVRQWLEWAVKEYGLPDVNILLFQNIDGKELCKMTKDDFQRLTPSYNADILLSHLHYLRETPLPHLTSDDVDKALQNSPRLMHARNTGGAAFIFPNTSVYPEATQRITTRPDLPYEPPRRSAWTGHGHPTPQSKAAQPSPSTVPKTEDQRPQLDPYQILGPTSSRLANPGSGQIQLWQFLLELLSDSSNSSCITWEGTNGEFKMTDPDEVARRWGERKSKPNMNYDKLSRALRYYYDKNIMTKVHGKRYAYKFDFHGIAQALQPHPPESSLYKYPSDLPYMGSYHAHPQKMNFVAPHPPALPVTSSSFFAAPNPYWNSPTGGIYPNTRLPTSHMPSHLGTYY
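His-tagged ERG Ets domain (1 uM in the protein solution; 300mM KCl, 50mM Tris-HCl, 1mM EDTA, 1mM DTT, pH 7.5) received compound, then a probe mix of 5 nM fluorescein-DNA and 100nM Texas-615-DNA. Fluorescence polarization was read for both dyes.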
Tb PGK inh: inhibitors of T. brucei phosphoglycerate kinase. hit rate 0.043% among 380,000. P07378. PGK/GAPDH coupled, Kinase-Glo luminescence, 60 min. AID 602233. Potency, µM (doses to about 57.5 µM), for the others: at the top dose activity change, negative = inhibition, most hits filed as inhibitors; note: potency is the fitted concentration of half-maximal effect; % is set by controls: 0 for no effect and ±100 for the full control effect; nearly all actives have a fitted effect of over 60% in size
Target sequence (P07378 whole entry, looked up): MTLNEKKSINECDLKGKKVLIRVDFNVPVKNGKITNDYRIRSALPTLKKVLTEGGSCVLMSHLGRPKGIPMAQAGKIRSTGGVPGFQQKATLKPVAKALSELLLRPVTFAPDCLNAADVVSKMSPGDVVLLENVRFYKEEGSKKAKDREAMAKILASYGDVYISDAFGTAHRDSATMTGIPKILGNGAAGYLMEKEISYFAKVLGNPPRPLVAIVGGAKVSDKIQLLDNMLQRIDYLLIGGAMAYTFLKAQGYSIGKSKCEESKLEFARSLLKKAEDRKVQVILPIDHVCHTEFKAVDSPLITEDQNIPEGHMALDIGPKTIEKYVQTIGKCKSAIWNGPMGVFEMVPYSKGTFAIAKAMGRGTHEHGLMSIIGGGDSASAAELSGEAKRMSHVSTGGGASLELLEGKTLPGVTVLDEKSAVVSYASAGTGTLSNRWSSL
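Recombinant glycosomal PGK reaction used 1,3-bisphosphoglycerate generated in-well by GAPDH (100nM final) in 100mM TEA pH 7.6, 5mM MgCl2, 0.01% Tween-20. After 60 minutes at room temperature, ATP was read by Kinase-Glo Plus luminescence end-point.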
G9a inh: blocks human histone lysine methyltransferase G9a; G9a H3K9 monomethylation, AlphaScreen, 2 h; AID 504332; hit rate 8.8% among 350,000; Potency, µM (titrated, usually from 102 µM), for the others: at the highest dose activity, negative = inhibition, most hits filed as inhibitors; Q96KQ7; note: potency is the fitted concentration of half-maximal effect; % is set by controls: 0 for no effect and ±100 for the full control effect; nearly all actives have a fitted effect of over 75% in size
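Using a bead-based AlphaScreen, monomethylated H3K9 product from 2 h room-temperature reactions (G9a 20 nM, peptide 500 nM, SAM 20 uM) was detected with 0.5 ug/mL rabbit anti-H3K9me1 antibody.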
BAZ2B inh: BAZ2B (human) inhibition | AlphaScreen BAZ2B-H3K14Ac peptide displacement | Potency, µM (titrated, usually from 114 µM), inactives show at the top dose activity change, negative = inhibition, actives largely listed as inhibitors | hit rate 4.4% among 360,000 | Q9UIF8; note: potency is the fitted concentration of half-maximal effect; % is set by controls: 0 for no effect and ±100 for the full control effect; nearly all actives have a fitted effect of over 60% in size
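Compounds, titrated to a top concentration of 110 uM, were incubated 30 min at room temperature with preformed BAZ2B/acetyl-K14 H3 peptide complex (50 nM each). Proximity signal was measured by AlphaScreen after 20 min with beads.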
GLS inhibitor: glutaminase GLS (human) inhibition; GLS enzymatic activity, qHTS titration; O94925; hit rate 0.21% among 410,000; Potency, µM (highest dose often 45.5 µM), for inactives: at the highest dose activity change, negative = inhibition, usual class: inhibitors; AID 624170; note: potency is the fitted concentration of half-maximal effect; % is set by controls: 0 for no effect and ±100 for the full control effect
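Read-out is an Amplex red fluorescence increase coupled through glutamate oxidase and HRP, measured before and after 30 min room-temperature incubation. hKGA is in 45 mM KH2PO4 (pH 8.2) with 0.02% Tween-20; glutamine added as 1mM solution.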
Pin1 inh: human Pin1 inhibition; Q13526; Pin1 FP peptide displacement, HiFluor488, 10 min; Potency, µM (series often up to 115 µM), for the others: at the highest dose activity, negative = inhibition, actives largely listed as inhibitors; hit rate 0.009% among 390,000; active = well fitted inhibition curve with a large enough effect in the polarisation, with a control signal flat, not every such curve was filed as active; inconclusive = small, poorly fitted or top-dose-only effect, or effect the other way, or a change in a side signal; inactive = no such curve, though single readings can be large or run the other way; the % refers to the polarisation; note: potency is the fitted concentration of half-maximal effect; % is set by controls: 0 for no effect and ±100 for the full control effect
Target sequence (Q13526 whole entry, looked up): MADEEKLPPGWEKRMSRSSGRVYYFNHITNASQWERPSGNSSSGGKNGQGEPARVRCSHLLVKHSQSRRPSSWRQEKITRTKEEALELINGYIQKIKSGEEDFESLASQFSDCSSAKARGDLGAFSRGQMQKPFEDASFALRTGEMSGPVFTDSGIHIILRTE
HP1b binding inh: blocks HP1-beta chromodomain binding to methylated histone tails; hit rate 0.56% among 390,000; P83916; AlphaScreen HP1-beta / biotin-H3K9me3 peptide binding; Potency, µM (series often up to 114 µM), without a hit: at the highest dose activity change, negative = inhibition, hits mostly inhibitors; note: potency is the fitted concentration of half-maximal effect; nearly all actives have a fitted effect of over 70% in size; inactives centre near 23
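HP1-beta protein (50 nM final) preincubated 30 min at room temperature with biotinylated H3(1-18)K9me3 peptide (50 nM) in PBS pH 7.4, 0.01% Tween-20, then compound added for 30 min. AlphaScreen streptavidin donor/nickel chelate acceptor beads (10 ug/mL final), 30 min dark, luminescence read.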
JMJD2A Tudor: blocks the human JMJD2A Tudor domain | hit rate 4.4% among 390,000 | Potency, µM (series often up to 114 µM), inactives show at the top dose activity change, negative = inhibition, hits mostly inhibitors | AlphaScreen JMJD2A-Tudor / H3K4me3 peptide binding | O75164; note: potency is the fitted concentration of half-maximal effect; % is set by controls: 0 for no effect and ±100 for the full control effect; nearly all actives have a fitted effect of over 50% in size
PI4K2A inh: inhibitors of human PI4K2A; activity change, negative = inhibition, % at 76.9 µM; Q9BTU6; hit rate 0.13% among 420,000; purified PI4K2A, ADP-Glo luminescence, 1 h; hits give low values; AID 1346378; in the data active = activity change below about -50%; inconclusive = mostly about -30% to -49%;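 note: -100% = wells without enzyme as full effect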
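ADP-Glo luminescence measured ADP generated by PI4K2A enzyme (4 ug/mL before mixing) with 1.2 mM PI substrate (pre-mix) and 300 microM ATP (pre-mix). Tris pH7.5 buffer with MgCl2, Triton X-100; 1 h reaction at ambient temperature.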
Numbers without * were called inactive; i = inactive; ? = inconclusive; · = not tested or not shown; & = joins results of further samples; [ ] = another dose, or the depositor's remark. Unless noted, calls come from the whole dose curve; as a rule, active = well fitted curve in the direction sought with a large enough effect; inconclusive = small, poorly fitted or top-dose-only effect, or another doubt; inactive = no such curve, though single readings can be large; an effect the other way counts as inactive or inconclusive.

ERG Ets-DNA blk | Tb PGK inh | G9a inh | BAZ2B inh | GLS inhibitor | Pin1 inh | HP1b binding inh | JMJD2A Tudor | PI4K2A inh | smiles
-3% | i | 11%[59 µM] | 0% | -1% | -1% | 14% | -10% | -1 | C=CCN1C(=O)/C(=C/c2ccc(OC)cc2)S/C1=N/c1nccs1
-5% | -6% | 15%[59 µM] | -5% | 0% | 2% | 35% | 6% | 0 | COc1cc(CNC(=O)c2cc3n(n2)CCCN(Cc2cccc(F)c2)C3=O)cc(OC)c1OC
13% | -3% | -3% | -15% | -3% | -1% | 66%[activator] | -13% | 2 | C=CCNC(=O)CC(=O)N/N=C/c1cccs1
-6% | 5% | 7.1µM* | · | -10% | 23% | 11% | -35% | -5 | COC(=O)CC1C(=O)NCCN1C(=O)CSc1nc2ccccc2s1 (stereo not drawn)
3% | 2% | -44%[59 µM] | -5% | 10% | 7% | 40% | -9% | 20 | CCOc1ccc(C(=O)N2CCSC2=S)cc1
17% | -3% | · | -9% | 14% | -12% | 14% | -17% | 3 | O=C(NC1CCCCC1)c1ccc(OC2CCN(Cc3ccccn3)CC2)cc1
-1% | -1% | -14% | -1% | -1% | -10% | 18% | 2% | 1 | O=C(COc1ccccc1)N1CCN(C(=O)c2ccccc2F)CC1
-5% | i | -22%[2.33 µM] | -16% | -2% | 7% | 34% | -23% | -1 | COc1ccc(Cl)cc1NC(=O)CN(C)C(=O)c1ccc(OCc2ccccc2)c(OC)c1
0% | -2% | -3%[12.7 µM] | -37% | -11% | -3% | 17% | -8% | 0 | O=C(NC1(C(F)(F)F)C(=O)Nc2c1c(=O)[nH]c(=O)n2Cc1ccccc1)c1ccc(Cl)cc1Cl (stereo not drawn)
3% | -4% | 82%[activator][59 µM] | 29% | -4% | -13% | 96%[activator] | 6% | -5 | Cc1cccn2c(=O)c3cc(C(=O)NC4CCCC4)n(C)c3nc12
-7% | 5% | -13% | -37% | 4% | -3% | 16% | ? | -2 | Cc1ccc2nc(-c3cccc(S(=O)(=O)N4CC(C)OC(C)C4)c3)cn2c1 (stereo not drawn)
-2% | 0% | 1%[59 µM] | -3% | 5% | 7% | 22% | -7% | 0 | CC(=O)c1cccc(NC(=O)c2cc(-c3ccc4c(c3)OCCO4)on2)c1
-11% | 0% | 45µM* | 11% | 1% | -6% | 2% | -6% | 0 | CCc1ccc(-c2nc(SCC(=O)NC3CC3)n[nH]2)cc1
5% | -3% | · | -3% | 3% | 4% | 4% | -17% | 0 | COc1ccc2nc(SCC(=O)Nc3ccccc3OC)[nH]c2c1
-13% | i | 4% | -20% | 3% | 8% | 19% | -12% | -6 | CCc1cc2ccc(C)cc2nc1SCC(=O)Nc1c[nH]c(=O)[nH]c1=O
-7% | 3% | 23% | -20% | -1% | 13% | 18% | -12% | 0 | COc1cccc(CN(C)C(=O)/C=C/c2ccc(S(=O)(=O)N3CCCCCC3)cc2)c1
-6% | 0% | · | · | -3% | 2% | 21% | -34% | 0 | CC(C)C[C@@H](CNC(=O)OC(C)(C)C)NC(=O)c1nc[nH]c1C(=O)N[C@@H](CC(C)C)C(=O)CNC[C@H](CC(C)C)NC(=O)c1nc[nH]c1C(=O)N[C@@H](Cc1c[nH]c2ccccc12)C(=O)OC(C)(C)C
2% | -6% | 8%[59 µM] | 0% | -2% | 5% | 31% | -13% | 2 | C/C=C\C(=O)Nc1cccc(C2=NOC3(C2)C[C@@H](C(N)=O)N(C(=O)c2ccc(OC)cc2)C3)c1 (stereo partly drawn)
10% | i | 0%[59 µM] | -6% | 3% | 2% | 29% | -7% | -1 | Cn1c(CC(=O)Nc2ccccc2)c(Sc2ccccc2)c2ccccc21
· | 4% | -12%[59 µM] | 12% | 0% | 21% | 22% | -28% | -4 | CC(C)(C)c1ccc(S(=O)(=O)N2CCC(c3nc4ccc(Cl)cc4[nH]3)CC2)cc1
8% | -3% | -27%[59 µM] | 0% | -2% | 9% | 32% | -4% | -1 | Cc1nc(NCCc2ccccc2)c(C#N)c(C)c1[N+](=O)[O-]
3% | 2% | 7% | 2% | -11% | -4% | 15% | -4% | -1 | Nc1c(-c2nn[nH]n2)cnn1-c1cc(Cl)cc(Cl)c1
10% | -4% | 6%[59 µM] | 9% | -2% | -7% | 13% | 1% | -1 | Cc1cc(Nc2ncc(Cl)cc2Cl)n(-c2ccccn2)n1
7% | 3% | 13µM* | -6% | -1% | 9% | 26% | -1% | -1 | Cc1cccc(-n2c(=S)[nH]c3c(oc4ccccc43)c2=O)c1
-5% | 1% | -2% | -5% | 1% | 1% | 47%[activator] | -13%[57.1 µM] | 0 | CCC(=O)Nc1ccc2c(c1)OCCO2
9% | -8% | 11µM* | -16% | 2% | 8% | 28% | -21% | -5 | CCc1cccc(NC(=O)CCS(=O)(=O)c2ccc3nc(C)sc3c2)c1
2% | i | 9%[12.7 µM] | -7% | 1% | 5% | 11% | -2% | -9 | CC(OC(=O)CCc1nc2ccccc2c(=O)[nH]1)C(=O)NCc1ccc2c(c1)OCO2 (stereo not drawn)
-6% | 5% | -25%[12.7 µM] | -5% | 7% | 0% | 20% | -1% | 6 | CCCCn1c(SCC(=O)N2CC(=O)Nc3ccccc32)nnc1-c1ccoc1C
-8% | -6% | -9% | ? | 7% | 2% | -5% | -24% | 0 | CNc1ccccc1C(C)(C)c1cn(-c2ccc([N+](=O)[O-])cc2)nn1
6% | -10% | · | -31% | -10% | 8% | 9% | -34% | -2 | NC(=O)N/N=C(/CCCCCC/C(=N\NC(N)=O)c1ccccc1)c1ccccc1
-6% | 7% | · | -6% | 9% | -1% | 33% | -9% | 1 | CCOC(=O)N1CCC(C(=O)NNC(=O)c2ccc(Cl)cc2Cl)CC1
8% | -1% | -3% | 0% | 0% | 17% | 37%[activator] | -15% | 20 | CCn1c(-c2ccccc2)c(C(=O)CC#N)c2ccccc21
-1% | 1% | 8%[59 µM] | 2% | -1% | -1% | 17% | -11% | 0 | CCNC(=O)CC1C(=O)N(c2cccc(OC)c2)C(=O)N1Cc1ccc(OC)c(OC)c1 (stereo not drawn)
3% | i | 4%[59 µM] | -2% | -14% | -2% | 5%[57 µM] | ? | 2 | CCOc1ccc(-n2c(SCC(=O)N3CCCc4ccccc43)nc3c([nH]c4ccccc43)c2=O)cc1
8% | -9%&-8% | ? | ? | 3%&-10% | 12% | 29% | -10% | 0&4 | Cc1ccc(C(=O)Nc2cccc(C(F)(F)F)c2)cc1NC(=O)c1nccn1C
-4% | i | · | · | -1% | ? | 23% | ? | 1 | O[C@@H]1CN(C2CCN(Cc3ccccc3)CC2)CC[C@H]1N1CCCCCC1
-4% | -1% | 83%[activator] | -2% | 5% | -3% | 20% | -6% | -1 | CCOC(=O)c1ccc(NC(=O)CCS(=O)(=O)Cc2ccccc2)cc1
-1% | -1% | 9% | 0% | 0% | 0% | 0% | -11% | -2 | O=C(Nc1ccc(NC(=O)c2cccs2)cc1)c1ccc2ccccc2c1
-5% | -7% | 2%[59 µM] | -6% | -5% | 33%[activator] | 8% | -17% | 2 | O=C(Cn1c(=O)n(Cc2ccc(C(=O)NCc3ccccc3Cl)cc2)c(=O)c2ccccc21)Nc1ccc(F)c(Cl)c1
0% | -8% | ? | -4% | -1% | 6% | 37% | -4% | 5 | CC(CCc1ccccc1)NC(=O)c1ccc(NC(=O)c2ccccc2)cc1 (stereo not drawn)
-2% | 10% | 14µM* | 9% | -5% | ? | 27% | 6% | 3 | Cc1cc(NS(=O)(=O)c2ccc(NC(=O)CN3C(=O)NC(C)(c4ccccc4)C3=O)cc2)nc(C)n1 (stereo not drawn)
-3% | 0% | -16%[59 µM] | 8%[57.1 µM] | -6% | -6% | 32% | -10% | 7 | COc1ccc(N2C(=O)CSC23C(=O)N(CC(=O)NC2CCCCC2)c2ccccc23)cc1 (stereo not drawn)
-4% | -6% | 1%[12.7 µM] | 12% | -4% | ? | 81%[activator] | -2% | -1 | CSc1nc2nc(C(F)(F)F)cc(-c3ccccc3)n2n1
-1% | -3% | -27%[59 µM] | -20% | -15% | 23% | 4% | -27% | 3 | CCc1cccc(C)c1NC(=O)CCn1nc(C)c2c(C)n(-c3ccccc3)nc2c1=O
12% | 4% | 18% | -16% | -4% | 6% | 31% | -6% | -2 | Cc1cccc(CCNC(=O)Cn2ncc3c([nH]c4ccccc43)c2=O)c1
6% | -1% | -32% | 15% | 10% | 6% | 51% | -15% | -2 | COc1ccc2nc(NC(=O)C3COc4ccccc4O3)sc2c1 (stereo not drawn)
7% | -6% | 3%[0.501 µM] | -4% | 2% | ? | 34% | -6% | -4 | COc1cc(OC)cc(-c2c(C#Cc3ccsc3)c3cc(-c4ccc5[nH]ccc5c4)ccc3n2C)c1
2% | i | 35%[0.501 µM] | -11% | -2% | -8% | 9% | -26% | 3 | CN(Cc1cccnc1)Cc1cn(Cc2ccccc2)nc1-c1ccc2c(c1)OCO2
4% | -6% | 19%[59 µM] | 4% | -5% | -2% | 21% | -3% | -13 | COC(=O)C12CC3CC(C1)CC(n1cnc(Cl)n1)(C3)C2
4% | -3% | 1%[59 µM] | 7% | 3% | 2% | 24% | 1% | -1 | COc1cc(CNCCc2ccc(S(N)(=O)=O)cc2)ccc1OCC(=O)N1CCCCC1
19% | -5% | · | · | 4% | 29% | 29% | -10% | -1 | CC(=O)Nc1ccc(S(=O)(=O)N(C)CC(=O)OCC(=O)c2ccc[nH]2)cc1

Compound activity deposited in PubChem BioAssay by National Center for Advancing Translational Sciences (NCATS).

Outcome played no part in choosing rows (roughly 11% active in at least one column).
